Screening data from PubChem.
UPR XBP1 act = activators of adaptive XBP1 UPR arm, primary screen, cell-based, CHO-XBP1 luciferase reporter, luminescence, uHTS; IRE1-XBP1 UPR activation; percent of tunicamycin response, DMSO as zero; actives 0.33% (n = 330,000); activation, % at 20 µM; AID 463104, 2010;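 active = versus positive control, 20 µM dose yields 30% or more activation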;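 also: 100% = tunicamycin at 10 µg/mL and 0% = DMSO only wells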
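Material: CHO cell line with stable XBP1 luciferase reporter; schedule: 16-18 h cell attachment at 37 °C, then 6 h compound exposure; signal: glow luminescence from Steady-Glo reagent; medium: serum-containing F12 medium, 10% FBS; benchmarks: tunicamycin 10 µg/mL and vehicle-only wells; read-out: percent activation relative to tunicamycin reference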
Jurkat NFkB inh = inhibitors of induced NF-kB luciferase reporter, primary screen, TCR NF-kB activation inhibitor project, cell-based, luminescence, uHTS | inhibition, % at 4 µM | Jurkat, PMA/ionomycin-induced NF-kB luciferase reporter | actives 0.53% (n = 330,000) | AID 435003, 2010; in the data active = inhibition above about 50%
UPR CHOP act = activators of apoptotic CHOP UPR arm, primary screen, cell-based, CHO-CHOP luciferase reporter, luminescence, uHTS | UPR activation; percent of tunicamycin response over DMSO baseline | activation, % at 10 µM | actives 0.34% (n = 330,000);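 active = at 10 µM dose, activation of 40% or more, normalized to positive control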;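 also: 100% = tunicamycin at 10 µg/mL and 0% = DMSO alone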
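assay system = CHO CHOP reporter cells | amount = 500 CHO-CHOP cells per well | buffer or medium = F12 with 10% FBS | incubation = 16-18 h cell attachment, then 6 h compound exposure, 37 °C | detection = luminescence read with Steady-Glo | read-out = percent activation relative to tunicamycin control | controls = tunicamycin high control, DMSO low control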
APJ agonist = agonists of human apelin receptor APJ, primary screen, CHO-K1 cells, PathHunter beta-arrestin, luminescence; 0% DMSO wells, 100% apelin; activation, % at 20 µM; actives 0.11% (n = 330,000);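 active = activation more than six SD over the plate average, tested at 20 µM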;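 also: 0% = DMSO alone and 100% = apelin-13 at 10 nM; some results filed as inactive read as strong as hits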
Target sequence (P35414 whole entry, looked up): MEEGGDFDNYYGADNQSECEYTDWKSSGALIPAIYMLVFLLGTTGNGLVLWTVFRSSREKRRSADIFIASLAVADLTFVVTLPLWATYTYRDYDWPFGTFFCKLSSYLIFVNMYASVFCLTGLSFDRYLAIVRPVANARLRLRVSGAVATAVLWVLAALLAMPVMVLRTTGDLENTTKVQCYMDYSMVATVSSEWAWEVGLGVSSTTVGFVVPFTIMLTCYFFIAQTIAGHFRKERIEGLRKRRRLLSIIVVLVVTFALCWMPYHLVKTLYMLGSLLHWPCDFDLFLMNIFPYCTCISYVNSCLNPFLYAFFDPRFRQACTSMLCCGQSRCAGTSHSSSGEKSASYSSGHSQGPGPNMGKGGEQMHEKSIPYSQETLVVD
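Test system – PathHunter CHO-K1 APJ (AGTRL-1) beta-arrestin reporter cells · Input – 1000 cells/well · Compound – single test compound dose, 20 µM final, 1% DMSO · Times – compound stimulation 90 min at 25 °C, detection 60 min · Technique – beta-gal luminescence · Read-out basis – APJ–arrestin association signal · Control set – negative DMSO alone, positive Apelin-13 at 10 nM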
Mdm2-MdmX inh = inhibitors of human Mdm2-MdmX association, primary screen, cell-based, luminescence, split luciferase, SaOS-2, uHTS; SaOS-2 split-luciferase Mdm2/MdmX complementation; inhibition, % at 8 µM; actives 3% (n = 330,000); AID 485346, 2010;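 active = inhibition of at least 50% at 8 µM in the primary screen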
697 NFkB inh = inhibitors of PMA/ionomycin-induced NF-kB reporter, 697 cells, primary screen, B-cell NF-kB inhibitor project, cell-based, luminescence, uHTS | 697 B-cell NF-kB luciferase reporter, 16 h | inhibition, % at 4 µM | actives 0.33% (n = 330,000) | AID 435022, 2010; in the data active = inhibition above about 35%
APJ antag = antagonists of human apelin receptor APJ, primary screen, CHO-K1 cells, beta-arrestin complementation, luminescence. P35414. inhibition, % at 20 µM. actives 0.32% (n = 330,000). AID 2521, 2010;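 active = inhibition above about 40% at 20 µM, limit read from the data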;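 also: cells challenged with 10 nM apelin-13 agonist together with compound; plate controls were apelin-13 plus DMSO wells for no effect and DMSO wells lacking apelin-13 for full effect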
tim23-1 inh = growth inhibitors of tim23-1 mutant yeast, primary screen, luminescence, uHTS | S. cerevisiae tim23-1 growth, BacTiter-Glo luminescence, 24 h | inhibition, % at 20 µM | actives 1.3% (n = 330,000) | AID 463212, 2010;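 active = growth inhibition of the mutant yeast at or above 50%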;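 also: temperature-sensitive mutant grown at 25 °C; plate controls were DMSO-treated mutant yeast for no effect and medium wells lacking yeast for full effect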
* hit, by the source's call.

cpd	molecule	UPR XBP1 act	Jurkat NFkB inh	UPR CHOP act	APJ agonist	Mdm2-MdmX inh	697 NFkB inh	APJ antag	tim23-1 inh
1	O=C(C1CCCCC1)N1CCN=C1SCc1cccc([N+](=O)[O-])c1	0	-8	-0.4	-3	27	1	-9	19
2	C/C(Cc1ccccc1)=N\NC(=O)CNC(=O)c1ccccc1O	0	7	1.8	-2	9	4	-16	8
3	O=C(CSc1nnc(-c2ccccc2)o1)NC1CCCCC1	0	4	1.2	2	-18	2	15	20
4	O=C(CSc1nnc(NC(=O)c2ccccc2[N+](=O)[O-])s1)NCC1CCCO1 (stereo not given)	0	12	1.3	-5	-1	0	21	-8
5	CCOc1cc2[nH]c(=O)n(CCCC(=O)N(C)Cc3ccccc3)c(=O)c2cc1OCC	1	2	0.4	-1	11	10	6	9
6	CN(C)CCCNc1nc2sc3c(c2c(=O)n1CCc1ccccc1)CCCCC3	14	0	4.6	-3	70*	7	-13	-6
7	O=C(CNS(=O)(=O)c1ccccc1)Nc1ccc2c(c1)OCO2	-1	3	1.5	3	14	10	-1	9
8	O=C1CCN(Cc2ccccc2)S(=O)(=O)c2c(F)cc(F)cc21	0	11	-1.6	-2	16	16	11	18
9	O=C(COC(=O)c1ccccc1NCCO)NNC(=O)c1cccs1	1	-5	0.1	-9	3	16	-10	-6
10	O=C(c1ccc(C#CC2(O)CCCCC2)cc1)N1CCN(C(c2ccccc2)c2ccccc2)CC1	-5	-3	0.1	-4	57*	-39	18	22
11	CCN1CCN(CCOc2cccc(Oc3ccccc3)c2)CC1	0	6	0.7	-5	-9	-20	6	-2
12	CCOc1ccc(-c2nnc(N)o2)cc1	0	-22	2.7	4	-22	-8	-13	9
13	O=C(c1cc(-c2ccc(Br)cc2)n[nH]1)N1CCN(C(=O)c2ccccc2Br)CC1	-5	0	-0.1	1	5	4	-7	24
14	COc1ccc(OCC(O)CN2CCNCC2)cc1 (stereo not given)	-4	-9	1.8	-1	14	9	8	5
15	CCCN(CCC)CCNC(=O)C1CCN(Cc2nc(-c3ccc(Cl)cc3)oc2C)CC1	0	6	2.6	-4	88*	19	1	-16
16	O=C(Nc1ccc(S(=O)(=O)NCc2ccco2)cc1)C1CCCCC1	3	15	1.4	-1	-13	-32	-11	3
17	COc1cc(C(=O)OCC2CC(c3ccccc3)=NO2)cc(OC)c1OC (stereo not given)	2	-1	0.9	-3	4	5	19	21
18	CC(=O)c1cccc(NC(=O)c2ccccc2N(C)S(=O)(=O)c2ccc(C)cc2)c1	-2	-8	-0.5	1	-4	-9	-11	20
19	O=C1N[C@H](Cc2ccccc2)COC(=O)[C@H](Cc2ccc(F)cc2)CC/C=C/C[C@@H]1CC(=O)N(CCO)Cc1ccccc1	4	10	2.7	-4	27	17	12	28
20	COc1ccc(/C=N\NC(=O)c2ccccc2)cc1COc1ccccc1	2	19	1.7	8	14	-41	-50	14
21	Cc1ccc2ncnc(Oc3ncccc3NC(=O)C(C)(C)C)c2c1	-2	9	0.4	-4	6	5	10	7
22	Cn1cnc2c1c(=O)n(Cc1ccc(Cl)cc1Cl)c(=O)n2C	2	3	0.9	-2	4	-34	16	24
23	Cc1csc(NC(=O)CSc2nnnn2C)n1	3	-18	3.0	-6	16	5	2	-7
24	CCN(CC)CCN1C(=O)c2ccccc2NC1c1ccc(F)cc1 (stereo not given)	-1	-5	-2.7	-4	-2	15	-10	0
25	CN1CCCN(C(=O)CNC(=O)c2ccc(Cl)cc2Cl)CC1	2	-5	1.3	-4	3	2	13	-6
26	COc1ccccc1CNC(=O)CCCN1C(=O)NC2(CCCC2)C1=O	-1	7	2.5	-3	20	6	14	15
27	O=c1cc(N2CCCCC2)nc2n1CCCS2	-1	-11	0.5	0	10	17	-4	5
28	O=C1N[C@@H](Cc2ccccc2)COC(=O)[C@H](Cc2ccc(F)cc2)CC/C=C/C[C@H]1CC(=O)N(CCO)Cc1ccccc1	-2	6	4.4	-2	33	-3	0	12
29	COc1cc(NS(=O)(=O)c2csc(C(N)=O)c2)cc(OC)c1	-1	14	-1.5	-1	-7	11	2	0
30	Cc1nn(CC(=O)N2CCN(C)CC2)c(=O)c2c1sc1ccccc12	-2	4	1.0	-2	21	11	3	-12

Grouped by structure: those above containing an aryl thioether with sulfur outside any ring.
cpd	molecule	UPR XBP1 act	Jurkat NFkB inh	UPR CHOP act	APJ agonist	Mdm2-MdmX inh	697 NFkB inh	APJ antag	tim23-1 inh
3	O=C(CSc1nnc(-c2ccccc2)o1)NC1CCCCC1	0	4	1.2	2	-18	2	15	20
4	O=C(CSc1nnc(NC(=O)c2ccccc2[N+](=O)[O-])s1)NCC1CCCO1 (stereo not given)	0	12	1.3	-5	-1	0	21	-8
23	Cc1csc(NC(=O)CSc2nnnn2C)n1	3	-18	3.0	-6	16	5	2	-7

Continuation.
cpd	molecule	UPR XBP1 act	Jurkat NFkB inh	UPR CHOP act	APJ agonist	Mdm2-MdmX inh	697 NFkB inh	APJ antag	tim23-1 inh
31	Cc1cc(C)c2c(SC(C)C)nc(N)nc2n1	2	0	-0.7	-3	28	3	5	29
32	COc1cccc(OCCNCc2ccccc2)c1	-4	-4	0.3	-3	21	-8	-8	-6
33	O=C(NCC1CCCO1)C1CCCN1C(=O)Nc1ccc(Cl)c(Cl)c1 (stereo not given)	1	-13	0.9	-2	-8	-4	14	-1
34	Cn1cc(C(=O)OCC2CCN(CCNS(C)(=O)=O)CC2)c2ccccc21	-2	-11	-1.5	-3	8	18	-4	-10
35	CS(=O)(=O)N1CCc2cc(C(=O)Nc3ccccc3Br)ccc21	3	-53	6.2	-1	-17	-48	2	3
36	CCCCNC(=O)n1c(=O)oc2ccc(Cl)cc21	-1	8	0.2	2	15	26	4	6
37	COc1cc(/C=C/c2ccc3cccc([N+](=O)[O-])c3n2)ccc1OCC#N	3	-3	-2.1	-2	10	-4	15	-7
38	O=C(CN1C(=O)NC2(CCCC2)C1=O)Nc1cc(Cl)ccc1N1CCCCC1	-2	1	0.8	-8	-5	15	7	10
39	O=C(Nc1ccc(F)cc1)Nc1ccccc1F	4	-49	5.9	-2	-81	-69	-2	16
40	CN1c2ccccc2C(C)(C)C12CCCC(=O)N2 (stereo not given)	2	-3	-0.6	0	9	6	7	13
41	O=c1cc(CSc2nnc(COc3ccc(Cl)cc3)o2)c2ccccc2[nH]1	0	3	3.4	-7	40	-1	1	-10
42	COc1ccc([C@@H]2[C@@H]3C(=O)N(C(C)(C)C)C(=O)[C@@H]3[C@]3(CC(C)C)C(=O)N(c4ccc(C(F)(F)F)cc4)C(=O)N23)cc1	1	8	-1.4	6	74*	-13	2	16
43	COc1ccc(CCNC(=O)C2CC(c3cc(C(F)(F)F)cc(C(F)(F)F)c3)=NO2)cc1 (stereo not given)	-1	9	-0.9	1	-1	1	14	15
44	COc1ccccc1NC(=O)Nc1ccc(C(N)=O)cc1	-1	-9	-1.6	-1	5	16	-1	0
45	COc1ccc(C2=NOC(C(=O)Nc3cccnc3Cl)C2)cc1 (stereo not given)	1	5	-1.9	0	2	14	2	-15
46	O=C(NC(=S)NNC(=O)c1ccccc1O)c1cccc([N+](=O)[O-])c1	0	17	1.3	-4	-13	-10	20	20
47	CCS(=O)(=O)Nc1cccc(C2=NN(S(=O)(=O)CC)C(c3cccs3)C2)c1 (stereo not given)	0	-5	1.5	2	3	0	15	4
48	CCC(C)c1ccc(OCC(=O)NNC(=O)C2CCCCC2)cc1 (stereo not given)	-4	11	-0.8	-5	-19	8	9	11
49	CCn1c(SCC(=O)NCc2ccco2)nnc1-c1cccs1	-3	-6	1.9	-7	-21	13	25	5
50	Nc1nc(C23CC4CC(CC(C4)C2)C3)[nH]c(=O)n1	1	6	-1.2	-2	7	1	-14	20
51	CCCCCCNS(=O)(=O)c1ccc(NC(=O)C2CCCO2)cc1 (stereo not given)	2	14	0.3	-2	26	-24	-4	23
52	COc1ccc(C2C(C#N)=C(N)Oc3cc(C)[nH]c(=O)c32)cc1OC (stereo not given)	-3	1	0.4	-6	9	18	-7	-2
53	Cc1ccc(-c2nnn(CC(=O)N3CCN(c4ccccc4)CC3)n2)o1	-2	-10	-1.5	1	16	-6	10	0
54	CCn1cc(C(=O)NCCCOC(C)C)c(=O)c2cc(S(=O)(=O)N3CCC(C)CC3)ccc21	-2	18	-0.9	5	-1	0	11	-8
55	CCOC(=O)C1=C(C)Nc2nc3ccccc3n2C1c1ccccc1 (stereo not given)	2	3	3.3	1	54*	-30	2	6
56	CCN(CCNS(=O)(=O)c1ccc2[nH]c(=O)sc2c1)c1ccccc1	-1	7	1.0	-4	-15	5	10	9
57	Cc1ccnc(NC(=O)c2ccc(Cl)c(NC(=O)c3ccccc3C)c2)c1	-7	11	-0.6	-2	26	-11	3	39
58	CCN1C[C@@H]2[C@@H]3C(=O)N(C)C(=O)[C@@H]3[C@](CC)(C1=O)N2C(=O)c1ccc(C(C)(C)C)cc1	-2	14	0.1	-1	-3	17	15	19
59	O=C(CCc1nc2ccccc2c(=O)[nH]1)NNC(=O)c1cccc(Cl)c1	-2	5	-0.8	-6	-3	18	6	-12
60	CCOc1ccc(/C(O)=C2/C(=O)C(=O)N(c3ncccn3)C2c2ccc(Cl)cc2)cc1 (stereo not given)	3	-15	-1.7	-1	17	19	16	2
61	COc1ccc(NC(=O)CCNS(=O)(=O)c2ccc3c(c2)c(=O)n(C)c(=O)n3C)cc1OC	7	4	0.7	-2	-13	14	4	7
62	CCOC(=O)CN(Cc1ccccc1)C(=O)OC(C)(C)C	1	-2	-1.5	9	-16	-7	-4	27
63	CSc1ccc(C(=O)C2CCCN(C(=O)c3nn(C)c(=O)c4ccccc34)C2)cc1 (stereo not given)	0	4	-0.5	-3	22	-7	-3	18
64	Cc1nnc(SCc2cnc(-c3ccccc3)o2)[nH]c1=O	-2	7	-3.0	1	9	15	4	4
65	Cn1c(Cn2cnc3ccccc32)nc2ccccc21	-2	-3	-3.5	-4	3	-10	-14	7
66	Cc1ccc(N2CN(Cc3ccco3)CNC2=S)c(C)c1	-2	14	0.6	2	-3	-9	11	15
67	CCOc1ccc(NC(=O)CCC(=O)n2nc(C)cc2C)cc1	2	-2	-0.3	5	-6	15	12	15
68	Nc1ccc2nc(CCc3ccccc3)[nH]c2c1	2	15	5.6	1	1	-12	-24	3
69	Cc1ccc(NC(=O)CN2C(=O)c3ccccc3S2(=O)=O)c(C)c1	-3	-1	-0.3	0	16	17	4	-7

Gathered by group: those above containing bromine
cpd	molecule	UPR XBP1 act	Jurkat NFkB inh	UPR CHOP act	APJ agonist	Mdm2-MdmX inh	697 NFkB inh	APJ antag	tim23-1 inh
13	O=C(c1cc(-c2ccc(Br)cc2)n[nH]1)N1CCN(C(=O)c2ccccc2Br)CC1	-5	0	-0.1	1	5	4	-7	24
35	CS(=O)(=O)N1CCc2cc(C(=O)Nc3ccccc3Br)ccc21	3	-53	6.2	-1	-17	-48	2	3

An excerpt from above, reduced to Jurkat NFkB inh and APJ antag:
cpd	Structure	Jurkat NFkB inh	APJ antag
69	Cc1ccc(NC(=O)CN2C(=O)c3ccccc3S2(=O)=O)c(C)c1	-1	4
68	Nc1ccc2nc(CCc3ccccc3)[nH]c2c1	15	-24
